Source: PubChem
cardiac RTF act: increases calcium sensitivity of human cardiac regulated thin filaments; P19429+P45379; IANBD-labeled TnC RTF fluorescence at EC20 calcium; 0% EC20 calcium, 100% full calcium; activation, % at 7.2 µM; actives 0.24% (n = 340,000); AID 493008;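 active means activation above the mean over all tested compounds plus 3 SD, cut at about 30% in these data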;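 further: rise in fluorescence read as greater calcium sensitivity of cardiac thin filaments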
RTF Ca sens inh: cardiac RTF calcium desensitization; IANBD-labeled cardiac RTF, Ca2+ fluorescence; inhibition, % at 7.15 µM; actives 0.12% (n = 340,000);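 active means inhibition above the mean inhibition of all tested compounds plus 3 SD, cut at about 17% in these data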;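 further: assay run at fixed EC70 calcium of 1.6 mM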
PKA-R2B activ: activates the human PKA-R2B holoenzyme complex. PKA-R2B holoenzyme dissociation, Cy5-IP20 fluorescence polarization; R2B truncated from residue 108, S112A mutant; 0% DMSO only, 100% 113 µM cGMP. activation, % at 11.4 µM. P22694+P31323. AID 504700. actives 0.079% (n = 340,000);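 active means activation above a cutoff set at the mean over all compounds plus 3 SD, cut at about 18% in these data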;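 further: higher means more holoenzyme dissociation and a rise in polarization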
LANA DNA inh: inhibitors of KSHV LANA C-terminal domain DNA binding. MBP-C-LANA/FAM-LBS DNA binding, fluorescence polarization. inhibition, % at 9 µM. actives 0.078% (n = 340,000);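 active means highest replicate inhibition at or above 60% at 9 µM, even if other replicates fall short; inactive means all replicates below 60% inhibition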;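 further: 0% = neutral control wells and 100% = 4 µM acridine orange control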
DAGLB inhibitor: blocks human DAGLB lipase activity | actives 0.059% (n = 340,000) | inhibition, % at 5.17 µM | AID 504411 | Q8NCG7 | HEK293T DAGLB membrane lysate, EnzChek fluorogenic substrate; in the data active means inhibition above about 34%;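 further: 0% = enzyme with vehicle and 100% = wells lacking enzyme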
Target sequence (Q8NCG7 whole entry, looked up): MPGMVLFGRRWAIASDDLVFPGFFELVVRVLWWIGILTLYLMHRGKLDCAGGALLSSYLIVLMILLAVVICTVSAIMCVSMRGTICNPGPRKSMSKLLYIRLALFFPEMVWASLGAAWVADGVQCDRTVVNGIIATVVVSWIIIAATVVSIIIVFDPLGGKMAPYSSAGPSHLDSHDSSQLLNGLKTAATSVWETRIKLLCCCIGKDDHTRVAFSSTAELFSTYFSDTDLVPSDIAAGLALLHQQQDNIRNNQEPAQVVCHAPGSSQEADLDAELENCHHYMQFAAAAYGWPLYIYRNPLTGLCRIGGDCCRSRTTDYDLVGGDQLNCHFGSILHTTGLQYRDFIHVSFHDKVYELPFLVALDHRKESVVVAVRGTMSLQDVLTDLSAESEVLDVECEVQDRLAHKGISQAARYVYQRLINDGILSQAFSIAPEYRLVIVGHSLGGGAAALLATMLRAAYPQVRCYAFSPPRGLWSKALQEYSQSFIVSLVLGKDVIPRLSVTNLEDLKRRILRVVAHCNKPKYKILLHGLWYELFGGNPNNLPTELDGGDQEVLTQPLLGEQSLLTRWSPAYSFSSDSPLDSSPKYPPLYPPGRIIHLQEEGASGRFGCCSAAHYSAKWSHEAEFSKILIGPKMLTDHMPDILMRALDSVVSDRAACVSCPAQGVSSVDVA
CAL PDZ FP-1: inhibitors of human CAL PDZ peptide binding; Q9HD26; purified CAL PDZ, TMR-peptide fluorescence polarization, 1 h; inhibition, % at 24.9 µM; actives 0.92% (n = 300,000); AID 602252;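 active means mean inhibition of at least 30% with at least half of replicates also reaching 30%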;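 further: 0% = DMSO neutral control and 100% = excess unlabeled competitor peptide PRC23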
CAL PDZ FP-2: blocks peptide binding to human CAL PDZ domain; Q9HD26; purified CAL PDZ, TMR-peptide fluorescence polarization, 1 h; inhibition, % at 20 µM; actives 0.02% (n = 330,000); AID 504414;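 active means highest replicate inhibition of at least 40%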;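 further: plate controls were DMSO neutral control wells for no effect and unlabeled competitor peptide control wells for full effect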
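material = purified tagged CAL PDZ domain construct (CerCALP) | compound dosing = 20 µM, one dose | times = 1 h at RT | measured by = fluorescence polarization from S- and P-plane intensities, G-factor corrected | read-out = inhibition from polarization loss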
SR-BI uptake up: enhances SR-BI lipid uptake from DiI-HDL; actives 0.096% (n = 320,000); CHO ldlA[mSR-BI] cells, DiI-HDL uptake fluorescence, 3 h; 100 = double the neutral-control signal; activation, % at 12.5 µM; AID 504775;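 active means mean replicate activation of at least 60% and every replicate at or above 60%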;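 further: 0% = median plate neutral-control signal and 100% = twice that signal; values of inactives mirror those of a sister screen read the other way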
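Test system: SR-BI-overexpressing, LDLR-lacking CHO cells. Measured by: DiI fluorescence, bottom read. Medium: Ham's F12 with 0.5% BSA, HEPES 25 mM, pH 7.4. Timing: 3 h uptake period with compound, 37 °C.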
Keap1-Nrf2 PPI: disrupts human Keap1 binding to Nrf2 peptide; Q14145; Keap1 Kelch-Nrf2 peptide fluorescence polarization, 1536-well; inhibition, % at 9.4 µM; actives 0.15% (n = 340,000); in the data active means inhibition above about 12%;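 further: human Keap1 Kelch domain with fluorescein labeled Nrf2 9mer peptide probe; 0% = neutral control wells and 100% = peptide positive control; higher means more block of Keap1 binding to Nrf2 peptide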
Rtt109 HAT inh: blocks Candida albicans Rtt109/Vps75 acetyltransferase activity. AID 540336. purified Rtt109/Vps75, ThioGlo CoA-SH fluorescence, 4 h. actives 0.16% (n = 330,000). Q5AAJ8. inhibition, % at 34.9 µM;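 active means inhibition of at least 50% in every replicate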
Target sequence (Q5AAJ8 whole entry, looked up): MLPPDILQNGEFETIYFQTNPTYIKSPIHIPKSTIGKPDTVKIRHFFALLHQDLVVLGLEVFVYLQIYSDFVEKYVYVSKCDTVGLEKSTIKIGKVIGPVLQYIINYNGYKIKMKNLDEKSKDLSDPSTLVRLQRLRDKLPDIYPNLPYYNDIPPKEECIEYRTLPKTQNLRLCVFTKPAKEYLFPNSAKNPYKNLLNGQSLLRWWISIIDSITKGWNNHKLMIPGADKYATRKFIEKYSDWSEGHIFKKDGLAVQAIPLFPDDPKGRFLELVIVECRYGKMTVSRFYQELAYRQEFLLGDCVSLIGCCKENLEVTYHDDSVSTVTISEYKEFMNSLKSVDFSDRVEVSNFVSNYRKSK
Starred values were filed as active, the others as inactive; · = not tested or not shown. Compounds as they come; 1.6% or so of the library scored in one or more.

mol | PKA-R2B activ | RTF Ca sens inh | Rtt109 HAT inh | cardiac RTF act | CAL PDZ FP-1 | CAL PDZ FP-2 | Keap1-Nrf2 PPI | SR-BI uptake up | DAGLB inhibitor | LANA DNA inh
Cn1c(=O)[nH]c2c(cnn2C)c1=O | -4 | 5 | -4 | -5 | · | -0.6 | -6 | 9 | 1 | -0.7
Cc1ncc(N=Nc2ccc(F)cc2)c(-c2ccc(Cl)cc2)n1 | 7 | -7 | 3 | -1 | -1 | -0.8 | 1 | -36 | 1 | 1.8
Cc1c(C(=O)Nc2ccc(S(=O)(=O)N(C)C3CCN(C)CC3)cc2)oc2c(Cl)cccc12 | -13 | 7 | 66* | -4 | -6 | -5.3 | -3 | -47 | 1 | -2.0
CC1(C)CC2(CCO1)OC(=O)CC2C(=O)NCCc1ccccc1 (centres undefined) | 2 | 2 | -6 | 6 | -1 | -0.7 | -3 | 26 | 2 | 2.4
CN(C(=O)c1ccc(S(=O)(=O)N2CCOCC2)cc1)C1CCS(=O)(=O)C1 (centres undefined) | 1 | 1 | -4 | 6 | · | -0.7 | -1 | 7 | 0 | 2.0
Cc1csc(NC(=O)c2cccc([N+](=O)[O-])c2C(=O)O)n1 | 4 | 4 | -8 | -3 | -1 | · | 1 | 5 | 0 | -0.6
COc1ccccc1CNC(=O)CSc1nn2c(=O)c(C(C)(C)C)nnc2s1 | -4 | -5 | 23 | 5 | 2 | 1.6 | -1 | · | -5 | 0.7
O=c1cc(N2CCOCC2)[nH]c(=O)n1-c1ccc(Cl)cc1 | 3 | -2 | 10 | 11 | · | -1.8 | -6 | 26 | 0 | 0.4
CCCc1[nH]nc2c1C(c1ccc(OCCN3CCOCC3)c(OC)c1)C(C#N)=C(N)O2 (centres undefined) | -2 | -3 | 1 | -5 | -1 | -2.1 | -2 | -25 | -1 | 0.5
CCOC(=O)C(=CNc1cc(C)ccc1-n1cccc1)C(=O)OCC | 3 | -17 | -1 | 1 | · | -3.0 | 1 | 12 | -13 | 0.3
O=C(Cn1ncc2c(=O)oc3ccccc3c21)NCCC1=CCCCC1 | -8 | -5 | -3 | 4 | -4 | · | 1 | 0 | -1 | 3.6
Cc1ccc(C(CNC(=O)C(=O)Nc2ccc3c(c2)OCCO3)N2CCN(C)CC2)cc1 (centres undefined) | 2 | 0 | 7 | -9 | -2 | -5.8 | -2 | 8 | -2 | 1.8
CC(C)(C)Nc1nc(Oc2ccc(=O)n(-c3ccccc3)n2)nc(N2CCOCC2)n1 | -5 | 3 | 6 | -7 | -3 | 0.4 | 1 | 6 | 1 | 1.3
CCc1c(C)c2c(C)[nH]nc2oc1=O | 0 | -1 | 6 | 9 | 0 | 0.0 | 1 | -2 | 3 | 2.4
Cc1ccc(C(=O)NCCc2csc(C)n2)cc1 | -6 | -7 | 1 | -2 | -4 | 1.2 | -2 | 21 | 0 | -2.2
COc1ccc(C2CC(c3cccs3)=NN2C(=O)CSc2nc(=O)n3cc(C)ccc3n2)cc1 (centres undefined) | 2 | -3 | 7 | 4 | · | -4.6 | -4 | -2 | 5 | -1.0
COc1cccc(/C=C2\SC(=S)N(C(Cc3ccccc3)C(=O)O)C2=O)c1 (centres undefined) | -10 | 2 | 1 | -8 | -3 | -3.1 | 0 | 5 | 14 | -2.6
Cc1ncc2c(n1)-c1cc(F)ccc1SC2 | -3 | -7 | 14 | 4 | -7 | · | 0 | 14 | -2 | -1.1
CCOC(=O)CC1COCCN1C(=O)CCc1nnc(-c2ccsc2)o1 (centres undefined) | -9 | 2 | · | -1 | -1 | -0.6 | 1 | 30 | 2 | -1.8
Cc1cc(C(F)(F)F)nc(CCNCc2c(C(=O)N3CCCC3)nc3ccccn23)n1 | · | · | 11 | · | 3 | -0.2 | -4 | -3 | · | -0.1
CCCN(CC1CC1)C(=O)Nc1ccccc1C | 2 | -9 | 12 | -4 | -5 | 0.1 | 1 | 11 | -3 | -2.6
CC1C(=O)Nc2ccccc2N1C(=O)c1ccc(Cl)cc1 (centres undefined) | -5 | -2 | 5 | -2 | -2 | -0.5 | 1 | -5 | -1 | -0.7
COCCn1c(C)cc(C(=O)COC(=O)c2cncc(Br)c2)c1C | -10 | 1 | · | 1 | 0 | -2.0 | -2 | -7 | 1 | 3.1
COc1ccc(CCNC(=O)C2CCCN(S(=O)(=O)c3cccc4nonc34)C2)cc1OC (centres undefined) | 2 | -2 | 1 | -1 | -3 | 1.0 | -4 | -48 | 0 | -0.2
Cn1c(-c2ccc(Br)cc2)cnc1NCc1ccc(C#N)cc1 | 5 | -6 | 4 | -1 | -3 | -4.2 | 1 | -7 | 4 | -0.5
CCCc1nnc(NC(=O)CCC(=O)NC2CCCC2)s1 | 0 | 4 | 4 | 5 | -2 | -2.2 | -6 | 7 | 0 | -0.9
COc1ccc(N2CCN(S(=O)(=O)CCNC(=O)/C=C/c3ccccc3)CC2)cc1 | -1 | -8 | -1 | -2 | · | 0.0 | 0 | -14 | -1 | -0.7
COc1ccnc(Oc2ccc(Cl)cc2)c1C#N | 3 | -8 | -1 | 6 | -7 | -1.2 | -5 | 3 | 1 | 0.3
CCCN1CCN(C(=O)CCCNC(=O)c2ccc(Cl)cc2)CC1 | -11 | -1 | -3 | -3 | 1 | 0.5 | 3 | · | -2 | 2.3
O=C(COC(=O)[C@@H]1CCCN1S(=O)(=O)c1ccc(Cl)cc1)NCC(F)(F)F | -11 | -12 | 9 | 1 | 0 | -1.8 | -1 | 38 | 1 | -0.1
O=C(NCCN1CCCC1)c1cc(-c2ccncc2)nc2ccc(S(=O)(=O)N3CCOCC3)cc12 | 5 | 2 | -12 | 1 | 4 | -2.4 | -4 | · | 0 | -0.1
O=C(NNS(=O)(=O)c1ccc(F)cc1)c1ccccc1F | -1 | -9 | 0 | 5 | 41* | -5.3 | -3 | 26 | 0 | -2.3
CC(OC(=O)c1ccncc1)C(=O)NC1CCCC1 (centres undefined) | -2 | -3 | -10 | 1 | · | -0.5 | 1 | · | 0 | 0.9
CC(C)C(C(=O)NCC1CCCO1)N(Cc1cccs1)C(=O)CNS(=O)(=O)c1ccccc1 (centres undefined) | 7 | -12 | 6 | 0 | -1 | -2.4 | -5 | -11 | -2 | 1.3
COc1cccc(CN2CCCN(S(=O)(=O)c3ccc(Br)cc3)CC2)c1 | -11 | 0 | 28 | -4 | 12 | -0.7 | -6 | -3 | -6 | 2.1
Cc1cc(C)c(S(=O)(=O)N2CCN(C(=O)c3ccc(-n4nc(C)c(Cl)c4C)cc3)CC2)c(C)c1 | 3 | -2 | -5 | -3 | 13 | -1.9 | -3 | -51 | -6 | 1.5
N#C/C(=C/c1cccc(C(F)(F)F)c1)c1nc(CCN2C(=O)c3ccccc3C2=O)cs1 | -20 | -2 | 0 | -1 | 0 | 0.7 | -6 | -6 | 0 | -0.5
Cc1cc(C)c2c(CN3CCC(C)CC3)cc(=O)oc2c1C | -3 | -7 | 9 | -3 | -3 | 0.2 | 0 | 7 | -13 | -0.5
CC(=O)n1nc(-c2ccccc2)cc1-c1ccccc1 | 0 | -2 | 1 | 1 | -1 | -2.4 | -3 | -37 | -6 | -1.5
Nn1c(SCC(=O)N2CCc3ccccc3C2)nnc1-c1cccs1 | 6 | 4 | -1 | 3 | -1 | -1.0 | -6 | 6 | 0 | 0.2
O=C1NCCOC(=O)[C@@H](Cc2ccc(F)cc2)CC/C=C/C[C@H]1CC(=O)N(CCO)Cc1ccccc1 | -3 | -5 | -38 | -1 | 9 | -0.6 | -3 | -7 | -3 | -2.3
O=C1C2C3C=CC(C3)C2C(=O)N1c1nc2ccccc2s1 (centres undefined) | -1 | 1 | 2 | 2 | -1 | -0.8 | -4 | 3 | -1 | -0.1
COc1cc(-c2nc3cnccn3c2Nc2ccc(C(C)C)cc2)ccc1O | -10 | -6 | -2 | -1 | 0 | -1.1 | 3 | -8 | 5 | 0.8
O=C(NCC1CCCO1)c1cccc(C(=O)NCC2CCCO2)c1 (centres undefined) | -9 | 1 | -4 | -4 | -8 | 0.4 | 2 | 3 | 0 | 0.7
Cc1cc(Nc2c(C#N)c(N)nn2C)ccc1F | -2 | 5 | · | -5 | -4 | -2.0 | -3 | 18 | -1 | -0.3
Cc1nc2sc(C(c3ccco3)N3CCN(c4ccc(F)cc4)CC3)c(O)n2n1 (centres undefined) | -5 | -6 | -12 | -3 | · | -0.6 | 0 | -6 | 1 | 0.6

Among those listed so far, nine have fluorine:
mol | PKA-R2B activ | RTF Ca sens inh | Rtt109 HAT inh | cardiac RTF act | CAL PDZ FP-1 | CAL PDZ FP-2 | Keap1-Nrf2 PPI | SR-BI uptake up | DAGLB inhibitor | LANA DNA inh
Cc1ncc(N=Nc2ccc(F)cc2)c(-c2ccc(Cl)cc2)n1 | 7 | -7 | 3 | -1 | -1 | -0.8 | 1 | -36 | 1 | 1.8
Cc1ncc2c(n1)-c1cc(F)ccc1SC2 | -3 | -7 | 14 | 4 | -7 | · | 0 | 14 | -2 | -1.1
Cc1cc(C(F)(F)F)nc(CCNCc2c(C(=O)N3CCCC3)nc3ccccn23)n1 | · | · | 11 | · | 3 | -0.2 | -4 | -3 | · | -0.1
O=C(COC(=O)[C@@H]1CCCN1S(=O)(=O)c1ccc(Cl)cc1)NCC(F)(F)F | -11 | -12 | 9 | 1 | 0 | -1.8 | -1 | 38 | 1 | -0.1
O=C(NNS(=O)(=O)c1ccc(F)cc1)c1ccccc1F | -1 | -9 | 0 | 5 | 41* | -5.3 | -3 | 26 | 0 | -2.3
N#C/C(=C/c1cccc(C(F)(F)F)c1)c1nc(CCN2C(=O)c3ccccc3C2=O)cs1 | -20 | -2 | 0 | -1 | 0 | 0.7 | -6 | -6 | 0 | -0.5
O=C1NCCOC(=O)[C@@H](Cc2ccc(F)cc2)CC/C=C/C[C@H]1CC(=O)N(CCO)Cc1ccccc1 | -3 | -5 | -38 | -1 | 9 | -0.6 | -3 | -7 | -3 | -2.3
Cc1cc(Nc2c(C#N)c(N)nn2C)ccc1F | -2 | 5 | · | -5 | -4 | -2.0 | -3 | 18 | -1 | -0.3
Cc1nc2sc(C(c3ccco3)N3CCN(c4ccc(F)cc4)CC3)c(O)n2n1 (centres undefined) | -5 | -6 | -12 | -3 | · | -0.6 | 0 | -6 | 1 | 0.6
